# TDP2 absorb: blocks human TDP2 phosphodiesterase activity; recombinant TDP2, T5PNP hydrolysis, p-nitrophenol absorbance 415 nm; 370,000 tested, 0.34% active; O95551; inhibition, % at 12.8 µM;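 active means inhibition above the mean of all tested compounds plus 3 SD, set per campaign, cut at about 25% in these data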;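 further: 0% = DMSO with enzyme and 100% = buffer with substrate but no TDP2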
#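 Material: recombinant human TDP2; quantity: TDP2 enzyme at 120 nM final; medium: Tris-HCl pH 7.5 with MgCl2; compound: single concentration, 12.8 µM nominal, with 1% DMSO; incubation: 2 h enzyme incubation at 37 °C; signal: epi absorbance; measure: percent inhibition; benchmarks: high control without enzyme, low control DMSO plus TDP2; repeats: singlicate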
# ARFGAP1 inh: inhibitors of rat ARFGAP1. 360,000 tested, 0.26% active. Arfgap1-stimulated ARF1 GTP hydrolysis, GDP FP detection. Q62848. inhibition, % at 16.5 µM;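 active means inhibition above a per-plate limit, mean inhibition of low control wells plus 3 SD, cut at about 25% in these data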;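 further: 0% = DMSO wells with enzyme and 100% = wells lacking Arfgap1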
# Target sequence (Q62848 1-136 limits assumed): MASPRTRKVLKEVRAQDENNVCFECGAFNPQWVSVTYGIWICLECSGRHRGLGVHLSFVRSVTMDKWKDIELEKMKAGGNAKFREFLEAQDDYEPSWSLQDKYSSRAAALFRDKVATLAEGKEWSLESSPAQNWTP
#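 Material: rat Arfgap1 catalytic domain, aa 1-136; also added: human ARF1(Δ1-17)-GTP substrate; compound dosing: one concentration, 16.5 µM, DMSO 1.26%; incubation: GTP hydrolysis reaction 2 h at 25 °C; measured by: Tracer-displacement fluorescence polarization with EDTA stop, 620/688 nm; evaluation: % inhibition from polarization; repeats: one replicate per compound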
# ADAM10 inh: inhibits human ADAM10 | recombinant ADAM10, EDANS/DABCYL FRET peptide cleavage, 3 h | O14672 | inhibition, % at 7 µM | 370,000 tested, 0.62% active | AID 720582;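 active means inhibition above a per-campaign cutoff equal to the mean of compounds falling between control-based bounds plus 3 SD, cut at about 20% in these data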;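 further: 0% = DMSO wells while the 100% control is not disclosed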
# Target sequence (O14672 214-748 limits assumed): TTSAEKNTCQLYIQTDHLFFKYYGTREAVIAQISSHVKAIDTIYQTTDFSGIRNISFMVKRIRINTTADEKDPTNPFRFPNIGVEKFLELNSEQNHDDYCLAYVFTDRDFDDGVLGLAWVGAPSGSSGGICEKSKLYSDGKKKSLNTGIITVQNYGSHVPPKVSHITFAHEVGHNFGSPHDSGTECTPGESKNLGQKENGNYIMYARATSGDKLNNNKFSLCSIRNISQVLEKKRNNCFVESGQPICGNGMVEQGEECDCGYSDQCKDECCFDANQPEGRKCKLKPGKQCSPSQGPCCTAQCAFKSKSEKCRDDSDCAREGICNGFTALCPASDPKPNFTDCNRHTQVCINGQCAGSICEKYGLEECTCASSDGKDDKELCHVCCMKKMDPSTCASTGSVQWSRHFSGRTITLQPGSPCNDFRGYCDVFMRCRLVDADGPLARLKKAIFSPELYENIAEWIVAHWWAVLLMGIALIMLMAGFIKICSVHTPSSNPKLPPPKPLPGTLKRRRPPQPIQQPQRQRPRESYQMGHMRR
# PLCg1 inh: PLC-gamma1 (human) inhibition, primary screen; purified PLC-gamma1, fluorogenic substrate, fluorescence; P19174; AID 720700; 370,000 tested, 0.84% active; inhibition, % at 12.2 µM; in the data active means inhibition above about 9.5%
# ASAP1 GAP inh: ASAP1 ArfGAP inhibition; Q9ULH1; ASAP1-stimulated ARF1 GTP hydrolysis, GDP FP detection; inhibition, % at 16.5 µM; 360,000 tested, 0.19% active; AID 624377; in the data active means inhibition above about 25%;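 further: 0% = vehicle with enzyme and substrate and 100% = no enzyme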
# DDE Tn7 FP inh: DD(E)-Tn7 binding inhibition, primary FP screen; FP displacement of FITC-Tn7 peptide from fibrin DD(E); 0% = median of compound wells per plate; 370,000 tested, 0.13% active; inhibition, % at 8.3 µM; P02675;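 active means inhibition above the mean of compounds falling within the control limits plus 3 SD of them, cut at about 14% in these data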;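 further: 0% = plate median of compound wells and 100% = 10 µM Aha-Tn7 peptide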
#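 Also added: labelled Tn7 tracer, 0.1 µM; Assay system: human fibrin DD(E) protein; Amount: 2 µM fibrin DD(E); Schedule: 10 min compound pre-incubation, 3 h probe incubation at room temperature; Repeats: one replicate per compound; Read-out basis: percent inhibition; Measured by: fluorescence polarization of the labelled Tn7 tracer.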
# proKLK7 act: activators of human kallikrein-7 zymogen; P49862; purified proKLK7, EDANS-DABCYL substrate fluorescence; 100% is mature enzyme control, 0% vehicle; 370,000 tested, 0.9% active; activation, % at 7 µM;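 active means activation above the mean of all tested compounds plus 3 SD, computed per campaign excluding outliers beyond control limits, cut at about 13% in these data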
# Target sequence (P49862 whole entry, looked up): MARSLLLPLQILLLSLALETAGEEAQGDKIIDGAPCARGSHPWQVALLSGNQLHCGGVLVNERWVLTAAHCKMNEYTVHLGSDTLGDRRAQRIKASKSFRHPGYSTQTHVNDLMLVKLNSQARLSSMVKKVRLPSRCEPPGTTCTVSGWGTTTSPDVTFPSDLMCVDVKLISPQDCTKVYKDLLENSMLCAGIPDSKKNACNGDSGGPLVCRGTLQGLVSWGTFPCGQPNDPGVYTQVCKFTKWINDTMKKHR
# ADAM17 inh: inhibits human ADAM17 | inhibition, % at 6.95 µM | recombinant ADAM17, EDANS/DABCYL FRET peptide cleavage | AID 720648 | 370,000 tested, 0.83% active | P78536;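 active means inhibition above the mean of compounds lying between control limits plus 3 SD, set per campaign, cut at about 8.5% in these data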;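 further: 0% = DMSO-only wells as the low control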
# LEDGF integ inh: blocks HIV-1 LEDGF/p75-dependent DNA integration. TR-FRET IN-LEDGF/p75 DNA integration, Eu/Cy5. 370,000 tested, 0.64% active. inhibition, % at 3.7 µM;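 active means inhibition above the screen-wide mean plus 3 SD, cut at about 13% in these data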;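 further: signal is the Cy5 over europium emission ratio at 671 and 618 nm; 0% = plate median of compound wells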
# DDE Tn6 FP inh: DD(E)-Tn6 binding inhibition, primary FP screen | P02675 | Fibrin DD(E) TRITC-Tn6 fluorescence polarization displacement | inhibition, % at 8.3 µM | 370,000 tested, 0.21% active;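 active means inhibition above a per-campaign cutoff: mean of compounds within control limits plus 3 SD, cut at about 15% in these data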;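 further: 0% = median of all compound wells on the plate and 100% = blocking peptide control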
# The depositor's hits bear a star; . = no result given. Rows were taken by chance; 4.2% or so of the library scored in one or more.
# The opening 4 entries as a preview:
no.	TDP2 absorb	ARFGAP1 inh	ADAM10 inh	PLCg1 inh	ASAP1 GAP inh	DDE Tn7 FP inh	proKLK7 act	ADAM17 inh	LEDGF integ inh	DDE Tn6 FP inh	structure
1	-13	10	3	4	7	-7	-0.1	-3	4	-1	NC(=O)c1c(NC(=O)CCCn2cnc([N+](=O)[O-])n2)sc2c1CCCC2
2	-16	-1	-1	9	4	-2	0.0	-1	-1	3	CCOC(=O)N/N=C\c1ccc(OC(=O)c2ccco2)cc1
3	-21	8	-1	6	-3	-7	-0.3	4	5	-7	CCOC(=O)C1(C)CCCN(C(=O)c2ccc(C)c(F)c2)C1 (stereo unspecified)
4	-18	.	10	6	.	-7	0.8	5	8	-1	Cc1ccc(-n2c(SCC(=O)Nc3ccc(S(=O)(=O)Nc4nccs4)cc3)nnc2-c2cccnc2)cc1

# Main list, from the first entry:
no.	TDP2 absorb	ARFGAP1 inh	ADAM10 inh	PLCg1 inh	ASAP1 GAP inh	DDE Tn7 FP inh	proKLK7 act	ADAM17 inh	LEDGF integ inh	DDE Tn6 FP inh	structure
1	-13	10	3	4	7	-7	-0.1	-3	4	-1	NC(=O)c1c(NC(=O)CCCn2cnc([N+](=O)[O-])n2)sc2c1CCCC2
2	-16	-1	-1	9	4	-2	0.0	-1	-1	3	CCOC(=O)N/N=C\c1ccc(OC(=O)c2ccco2)cc1
3	-21	8	-1	6	-3	-7	-0.3	4	5	-7	CCOC(=O)C1(C)CCCN(C(=O)c2ccc(C)c(F)c2)C1 (stereo unspecified)
4	-18	.	10	6	.	-7	0.8	5	8	-1	Cc1ccc(-n2c(SCC(=O)Nc3ccc(S(=O)(=O)Nc4nccs4)cc3)nnc2-c2cccnc2)cc1
5	8	1	-3	-1	11	0	0.2	-5	0	-12	COc1ccc(CCC(=O)N2CCN(C(=O)c3ccccc3)CC2)cc1
6	2	6	-7	1	4	-3	0.8	5	-3	-8	Cc1nc(-c2cccc(NC(=O)c3cccc(S(=O)(=O)N4CCCC4)c3)c2)cs1
7	-5	10	-8	-109	7	30*	2.3	2	-4	1	Nc1cccc(N2C(=O)c3cccc4c(N)ccc(c34)C2=O)c1
8	6	-11	6	3	7	8	0.0	-2	-2	-7	CCOC(=O)CSc1nnc(CNc2ccc(Cl)cc2)n1-c1ccccc1
9	-1	1	-2	-4	-1	0	0.1	-3	6	1	CN(c1ccccc1)c1nc(N2CCCC2)nc(-n2ccnc2)n1
10	7	2	-2	-1	-18	12	0.5	-1	-1	3	COc1ccc(N2CC(NS(=O)(=O)c3ccc4ccccc4c3)CC2=O)cc1 (stereo unspecified)
11	6	-8	1	-1	2	1	0.2	-4	-1	-1	Cc1ccc(C(=O)OC2OC(=O)C(Cl)=C2N2CCOCC2)cc1 (stereo unspecified)
12	11	-1	3	2	-7	-2	0.9	0	6	-6	CN(Cc1ccc2c(c1)OCCO2)C(=O)CN1C(=O)NC2(CCCCC2)C1=O
13	-4	-5	-4	-1	0	4	0.5	-3	2	0	CCCCNC(=O)c1ccccc1NC(=O)CCSc1ccccc1
14	-12	18	-209	-188	1	7	-2.1	-95	7	-7	NNC(=O)c1oc2nc(-c3cccs3)cc(-c3ccco3)c2c1N
15	-4	7	-2	1	-8	5	0.3	-3	-2	-6	Cc1ccc(CSCCNC(=O)c2ccc(NS(C)(=O)=O)cc2)cc1
16	0	-1	-7	0	-12	2	-1.1	-3	5	2	COC(=O)[C@H](CCSC)NC(=O)Nc1ccc(OC)cc1
17	-2	-2	-9	-1	0	-1	0.7	0	-11	-8	COCCNC(=O)C(c1ccc(F)cc1)N(Cc1cccs1)C(=O)CCC(=O)Nc1ccccn1 (stereo unspecified)
18	-4	3	0	0	-4	-8	0.6	-1	0	-2	COc1ccc(OC)c(NC(=O)CSc2nc3ccccc3cc2Cc2ccccc2)c1
19	10	-2	-102	-12	11	-5	-0.6	-19	1	-4	CCNC(=O)COC(=O)c1ccc(-c2nc3ccccc3s2)s1
20	5	10	-1	2	7	-6	-0.3	0	3	2	CCn1nc(C)c(NC(=O)Nc2cccc(Cl)c2Cl)c1C
21	-2	-2	-8	1	4	-3	-0.1	-2	5	-11	Cc1ccc(OCC(=O)NNC(=S)NC(=O)c2cccs2)c(C)c1
22	-3	8	-8	9	0	-4	-0.7	-2	-3	-9	Cc1cc(CNC(=O)[C@H]2C[C@@H]2[C@H](NP(=O)(c2ccccc2)c2ccccc2)c2ccccc2)nn1C
23	6	-5	-36	-18	-1	-1	0.8	-12	-1	7	COc1cccc(/C=N/NC(=O)CC(=O)NCCc2ccccc2)c1OC
24	20	7	0	-3	-1	-5	0.0	-5	4	9	CN1CCN(C(=O)c2ccccc2NC(=O)c2cccs2)CC1
25	10	-4	-5	-4	5	-2	0.4	-2	-1	1	C=CCn1c(=O)c2ccccc2n2c(SCC(C)=O)nnc12
26	-5	4	-3	9	-10	-2	0.5	0	-4	0	CC(=O)c1ccc(Nc2c(C)n(C)n(-c3ccccc3)c2=O)cc1
27	5	-11	-2	3	-10	-1	-0.3	-3	-1	-7	CCCN(CC(=O)Nc1ccccc1C)C(=O)CC(NC(=O)c1ccccc1)c1ccccc1 (stereo unspecified)
28	-10	1	4	-2	6	-5	-0.4	3	-2	9	O=C(Nc1cc(C(F)(F)F)ccc1N1CCCC1)c1cccnc1
29	0	-1	4	4	0	4	0.5	-2	0	-2	Cc1ccc(Sc2ccc([N+](=O)[O-])cc2[N+](=O)[O-])nc1
30	-21	7	-9	12*	9	-7	0.1	1	2	-1	Cc1cc(Br)cc2c(C(=O)NCC3CCCO3)cc(-c3cccs3)nc12 (stereo unspecified)
31	5	11	-200	-321	0	-5	1.8	-76	1	-6	Cc1cc(N)n2ncc(-c3cccc(Br)c3)c2n1
32	13	3	5	0	-10	0	0.1	-1	2	-6	CCOC(=O)CCn1c(=S)n(CCC(=O)OCC)c2ccccc21
33	2	8	12	6	-1	-3	-0.6	-1	5	2	CC(C)(C)S(=O)(=O)c1cnc2c(S(=O)(=O)c3ccccc3)cnn2c1N
34	8	12	-6	-6	-16	6	0.8	-5	-1	0	CC#CC(=O)N1CCCC(Cc2cccc(OC)c2)(C(=O)OCC)C1 (stereo unspecified)
35	-2	-11	-7	2	-4	-1	0.2	-2	2	1	Oc1c(C(c2cccc(F)c2)N2CCN(Cc3ccccc3)CC2)sc2ncnn12 (stereo unspecified)
36	-8	-4	4	2	0	-9	0.1	2	3	-3	Cc1ccc(OC(C)C(=O)Nc2ccc(F)cc2)c([N+](=O)[O-])n1 (stereo unspecified)
37	-6	13	-9	-5	-4	2	-0.4	-1	-3	4	Cc1cccc2c(=O)c(C(=O)NCc3cccs3)c[nH]c12
38	-11	-5	17	7	6	-9	0.0	6	0	-9	Cc1ccnc(NC(=O)C2CCN(S(=O)(=O)c3c(C)c(C)cc(C)c3C)CC2)c1
39	-5	14	4	-1	8	4	0.2	-2	1	-2	Cc1ccc(-c2nnn(CC(=O)NCCC3=CCCCC3)n2)cc1
40	-6	-1	0	6	-7	-1	0.4	3	-2	1	COc1ccc(Br)cc1C(=O)NCc1cccnc1
41	1	13	-12	1	-5	-2	0.3	1	-4	0	CC(=O)Nc1ccc(CCCCc2ccc(NC(C)=O)cc2)cc1
42	-4	-4	1	5	-5	-7	0.3	3	1	6	COc1ccccc1-n1cnc(N)c1C(C)=O
43	1	6	0	-1	-3	-7	0.1	2	3	2	COc1ccccc1OCCNC(=O)CNC(=O)c1ccc(C(C)(C)C)cc1
44	19	-11	-8	0	1	11	0.8	-5	-4	0	CCn1c(SCC(=O)NCc2ccccc2)nnc1-c1c[nH]c2ccccc12
45	-7	6	-15	-1	1	0	0.2	-7	-5	-3	COc1cc2ccccc2cc1C(=O)N(CCN(C)C)c1nc2c(F)cc(F)cc2s1
46	3	-9	-8	-42	7	7	-1.4	-6	0	-2	COC(=O)c1sc(N/N=C/c2ccc(C(C)C)cc2)nc1C
47	-7	-6	1	0	0	4	0.4	-5	-2	3	CCCn1nnnc1SCC(=O)Nc1ccc(F)cc1
48	11	0	-1	1	3	4	-0.6	-3	0	2	CC1CCCCC1NC(=O)CSc1nncs1 (stereo unspecified)
49	-3	1	3	1	3	-2	0.1	0	5	-1	CC(=O)Nc1ccc(S(=O)(=O)NCCC(=O)Nc2ccc(C)cn2)cc1
50	-6	16	-17	-19	-13	2	-25	-14	-3	-2	O=C(CCC(=O)Nc1ccc(Br)cc1)N/N=C/c1ccccc1O

# The results go on.
no.	TDP2 absorb	ARFGAP1 inh	ADAM10 inh	PLCg1 inh	ASAP1 GAP inh	DDE Tn7 FP inh	proKLK7 act	ADAM17 inh	LEDGF integ inh	DDE Tn6 FP inh	structure
51	9	12	3	3	-5	4	0.2	1	-1	5	Cc1ccc(NC(=O)CSc2ccc(C(N)=O)cc2[N+](=O)[O-])cc1C
52	-10	8	-8	3	18	1	-0.1	3	-9	-3	COc1ccc(NC(=O)c2ccccc2-c2ccccc2)c(C)c1
53	1	0	-3	-4	6	4	0.8	-3	3	-7	Cc1ccccc1/C=N/Nc1ccc(Cl)nn1
54	10	6	-4	-3	-3	4	-0.6	-7	-6	4	COc1ccc(S(=O)(=O)N2CCOC2CNC(=O)C(=O)NCc2ccco2)cc1OC (stereo unspecified)

# Some entries already given, reduced to LEDGF integ inh and PLCg1 inh:
nr	compound	LEDGF integ inh	PLCg1 inh
52	COc1ccc(NC(=O)c2ccccc2-c2ccccc2)c(C)c1	-9	3
54	COc1ccc(S(=O)(=O)N2CCOC2CNC(=O)C(=O)NCc2ccco2)cc1OC (stereo unspecified)	-6	-3
53	Cc1ccccc1/C=N/Nc1ccc(Cl)nn1	3	-4
51	Cc1ccc(NC(=O)CSc2ccc(C(N)=O)cc2[N+](=O)[O-])cc1C	-1	3

# Screening results as filed in PubChem.
